Bioassay records: PubChem BioAssay, Fisher Drug Discovery Resource Center
mcGAS RapidFire: inhibitors of Mus musculus cyclic GMP-AMP synthase, initial high-throughput assay, cell-free, RapidFire MS; 130,000 tested, 0.18% active; AID 1259397, 2018; inhibition, % at 12.5 µM; Q8C6L5; recombinant mouse cGAS, cGAMP by RapidFire MS;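 active means inhibition of cGAS enzyme activity at or above 60%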;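 further: enzyme stimulated by 45 bp dsDNA with ATP and GTP substrates; cGAMP share of summed cGAMP plus half ATP and half GTP signals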
Target sequence (Q8C6L5 whole entry, looked up): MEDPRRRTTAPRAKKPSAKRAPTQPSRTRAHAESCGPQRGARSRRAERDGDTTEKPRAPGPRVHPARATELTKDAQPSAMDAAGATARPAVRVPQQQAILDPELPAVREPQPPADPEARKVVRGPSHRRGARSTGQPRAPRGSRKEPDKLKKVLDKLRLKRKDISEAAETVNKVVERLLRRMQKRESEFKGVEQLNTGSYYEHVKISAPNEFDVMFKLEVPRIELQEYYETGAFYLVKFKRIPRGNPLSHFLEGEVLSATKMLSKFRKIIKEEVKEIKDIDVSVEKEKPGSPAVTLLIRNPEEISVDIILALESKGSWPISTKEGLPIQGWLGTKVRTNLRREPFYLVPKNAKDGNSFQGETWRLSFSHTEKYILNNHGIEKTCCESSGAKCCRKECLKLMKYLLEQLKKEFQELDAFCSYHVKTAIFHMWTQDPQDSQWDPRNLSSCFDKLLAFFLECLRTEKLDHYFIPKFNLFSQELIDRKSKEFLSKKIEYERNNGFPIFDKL
Active calls of the source: *; & = joins results of further samples. This is a subset, so the mix of outcomes need not match the whole.

SMILES | mcGAS RapidFire
COCc1cc(C)nc2c1C1N=C(CC(C)C)NC(=O)C1S2 (configuration not stated) | 2.2
CC(=O)c1ccc(N2CCC3(CC2)CC(C(=O)O)N(C)C3)nc1 (configuration not stated) | -4.1
CCOC(=O)CN1CC1C(=O)OCC (configuration not stated) | -15.7
O=C(CCl)c1ccc(F)cc1 | 5.2
N=c1sccn1Cc1cccc2ccccc12 | -13.6
CCn1cc(C(=O)OCC(=O)Nc2cc(C)on2)c2ccccc21 | -2.8
c1cncc(C2CCCN2)c1 (configuration not stated) | 6.6
CCC(C)C(C)(COC(N)=O)COC(N)=O (configuration not stated) | 1.2
N#Cc1ccc(NC(=O)N2CCSCC2)cc1C(F)(F)F | 0.7
CCS(=O)CCSP(=O)(OC)OC (configuration not stated) | -1.0
CN1CCN(C(=O)Cc2ccc(F)c(Br)c2)C(CNC(=O)OC(C)(C)C)C1 (configuration not stated) | -20.7
CN1C2CC3C[C@H]1C(O3)C2O (some centres not stated) | -11.5
CCN(CC)CCO[C@H]1CC[C@@]2(C)C(=CC[C@@H]3[C@@H]2CC[C@]2(C)C(=O)CC[C@@H]32)C1 | -1.5
O=c1c(O)c(-c2ccc(O)c(O)c2)oc2c(O)c(O)cc(O)c12 | 92.7*
Clc1ccc2nc(N3CCNCC3)sc2c1 | -2.3
CN1CCN([C@H]2CN(C(=O)Cc3ccc(F)c(F)c3F)C[C@@H]2O)CC1 | -5.3
Cc1n[nH]c(C)c1CNc1ccc(C#N)c(C(F)(F)F)c1 | 0.5
CCC(NCc1ccco1)c1nc2ccccc2c(=O)n1-c1ccc(OC)cc1 (configuration not stated) | -0.6
Cc1noc(C)c1CNC(C)Cn1cncn1 (configuration not stated) | -10.7
O/N=C1\CCC2CN(C3CCCCC3)CC2C1 (configuration not stated) | -1.8
O=C1CC(=O)N(c2ccc(F)cc2)C(=O)N1 | -6.7
CCn1cc(C(=O)NC2CCC(C)CC2)c2ccccc21 (configuration not stated) | -20.5
Cc1cc(F)ccc1CC(=O)N1CCN(C)C(C(=O)O)C1 (configuration not stated) | 8.5
C[C@]12CC[C@@H](O)C[C@@H]1CC[C@@H]1[C@@H]2CC[C@]2(C)C(=O)CC[C@@H]12 | 4.4
Cc1ccnc(-n2cccc2CN2[C@@H]3CC[C@H]2CN(C)C(=O)C3)c1 | -15.6
CCCC(C)C1(CC)C(=O)NC(=O)NC1=O (configuration not stated) | -12.0
CN(C)C1=C(C#N)C(c2ccccc2)=NP(N(C)C)(N(C)C)=N1 | -2.3
CCOc1ccccc1-n1c(C(C)NCc2ccco2)nc2ccccc2c1=O (configuration not stated) | -3.2
Cc1cc(C(=O)NC2CCCC2)c(C)n1C1CC1 | -6.5
CCNC(=O)C1(C)CCN1Cc1ccc(Cl)nc1 (configuration not stated) | -5.3

For reference, four of the compounds above.
SMILES | mcGAS RapidFire
CN(C)C1=C(C#N)C(c2ccccc2)=NP(N(C)C)(N(C)C)=N1 | -2.3
CCOc1ccccc1-n1c(C(C)NCc2ccco2)nc2ccccc2c1=O (configuration not stated) | -3.2
Cc1cc(C(=O)NC2CCCC2)c(C)n1C1CC1 | -6.5
CCNC(=O)C1(C)CCN1Cc1ccc(Cl)nc1 (configuration not stated) | -5.3

The list goes on.
SMILES | mcGAS RapidFire
Brc1ccc2n1CCN=C2c1cccnc1 | 0.9
N=C1c2ccccc2CN1c1ccc(F)c(F)c1 | -7.0
CCC1CN(C(=O)Cc2c(C)noc2Cl)CC1N1CCOCC1 (configuration not stated) | -9.9
CN1CC2(CCCN(CCc3ccccn3)C2)OC1=O (configuration not stated) | -39.1
COc1ccccc1[C@@H]1CN(Cc2nc[nH]c2C)[C@@H]2C3CCN(CC3)[C@@H]21 | -11.7
Cc1cc(C)n(C)c(=O)c1C(=O)N1C[C@@H]2CN(C)C[C@]2(C(=O)O)C1 | 6.5
CC1CCCCC1NC(=O)c1cnn(Cc2ccccc2Cl)c1 (configuration not stated) | -5.5
CCn1cc(C(=O)OC(C)C(=O)NC(=O)NC(C)(C)C)c2ccccc21 (configuration not stated) | -7.1
Oc1ccc(N2CCN(CCc3ccncc3)CC2)cc1 | -5.9
CC12CN3CC(C)(CN(C1)C3c1ccco1)C2 (configuration not stated) | -0.7
CN1CC[C@H]2CN(c3nc4c(cc3C(=O)O)CCC4)C[C@H]21 | 8.7
C[Se]C1=NC(c2ccccc2)=CC(c2ccco2)C1C#N (configuration not stated) | 24.0
CC(=O)OC1CC[C@@]2(C)C(CC(=O)C3C2CC[C@]2(C)C(OC(C)=O)CCC32)C1 (some centres not stated) | -33.4
CN1C(=O)COc2c(C(=O)NC3CN4CCC3CC4)cc(Cl)cc21 (configuration not stated) | -6.6
S=P(NN=C1CCSC1)(c1ccccc1)c1ccccc1 | -8.3

Next part; it opens with the four that closed the last part.
SMILES | mcGAS RapidFire
C[Se]C1=NC(c2ccccc2)=CC(c2ccco2)C1C#N (configuration not stated) | 24.0
CC(=O)OC1CC[C@@]2(C)C(CC(=O)C3C2CC[C@]2(C)C(OC(C)=O)CCC32)C1 (some centres not stated) | -33.4
CN1C(=O)COc2c(C(=O)NC3CN4CCC3CC4)cc(Cl)cc21 (configuration not stated) | -6.6
S=P(NN=C1CCSC1)(c1ccccc1)c1ccccc1 | -8.3
CN(C)C(=O)Oc1ccc(-c2ccccc2)cc1 | 8.1
CCCn1nc2ccccc2c1P(=S)(N(C)C)N(C)C | -6.9
COc1ccc(CC(C)N)c(OC)c1OC (configuration not stated) | 5.6
CC(Cc1ccccc1F)NCc1noc(-c2ccc3c(c2)OCO3)n1 (configuration not stated) | -12.2
O=P(OCC(F)(F)F)(OCC(F)(F)F)N1CCOCC1 | -19.7
CCOC(=O)C12OC1(c1ccc(CC)cc1)C(=O)c1ccccc1C2=O (configuration not stated) | -11.9
NN=C(N)N | -3.1&0.8
COC(=O)C1=C(C(=O)OC)N2C(=O)c3ccccc3C1N2c1ccccc1 (configuration not stated) | -7.7
Cc1ccc2c(c1)c(C(=O)NC1CCC(n3cnnc3)CC1)nn2C (configuration not stated) | -48.3
CC(C)OC(=O)C1C2c3ccccc3C(c3ccccc32)C1C(=O)OC(C)C (configuration not stated) | -1.8
O=C(CN1CCCC2(CNC(=O)O2)C1)NCc1ccccn1 (configuration not stated) | -14.1
O=C(O)[C@@H]1C[C@@H]2CCCC[C@@H]2N1 | -10.3
CC(C)=CCN(CC1CCOC1)C1CC1 (configuration not stated) | -1.4
CCNc1nc(Cl)nc(NCC)n1 | -10.3
Cc1ccc(C2CNCC2C(=O)N2CCN(c3ccccc3C)CC2)cc1 (configuration not stated) | -4.5
CC(C)CCN(C1CC1)S(=O)(=O)c1ccc(C#N)c(Cl)c1 | -1.3
N#CC(C#N)=Cc1cc2c(cc1Br)OCO2 | -0.1
CCOC(=O)c1cncn1[C@H](C)c1ccccc1 | 5.0
Cc1ccc(NC(=O)c2cc3cccnc3n(Cc3ccccc3F)c2=O)cc1 | -8.3
Cc1ccc(-c2nc(CN3C[C@@H]4C[C@@H](C3)c3cccc(=O)n3C4)c(C)o2)s1 | -12.7
CC(C)Oc1ccc(C2(O)C(=O)NC(=O)NC2=O)cc1 | -5.5
O=C1CN=C(c2ccc(Br)cc2)c2ccccc2N1 | -2.0
N#CC1(N2CCCCC2)CCCCC1 | -5.6
CCC(O)(CN)c1ccc(Br)cc1 (configuration not stated) | -35.7
Cc1ccccc1Cn1cccc(C(=O)Nc2ccccc2C#N)c1=O | -3.1
NS(=O)(=O)c1ccc2c(c1)CCN2C(=O)CNC1(c2ccc(Cl)cc2)CCCCC1 | -6.5
CCOC(=O)C1C2NC(=S)N(c3ccc(C)cc3)C1(C)Oc1ccccc12 (configuration not stated) | -8.4
CN1C2=[N+](CCCCC2)CC1(O)c1ccccc1 (configuration not stated) | -8.1
O=C(c1ccc(=O)[nH]c1)N1[C@H]2CCNC[C@@H]1CC2 | -7.7
CC(C)=CCOc1c2occc2cc2ccc(=O)oc12 | -9.1
N#Cc1ccc(NC2CCN(c3ncccn3)CC2)cc1C(F)(F)F | -7.5
CN1CCN(N=Cc2ccc(OP(=S)(c3ccncc3)c3ccncc3)cc2)CC1 | -6.6
O=C(Nc1ccc(C(F)(F)F)cc1)c1cccn(Cc2ccccc2Cl)c1=O | -6.7
O=[N+]([O-])c1ccc(NS(=O)(=O)c2ccc(F)cc2)cc1C(F)(F)F | 2.3
C=C[C@H]1CN2CC[C@H]1C[C@@H]2[C@H](O)c1ccnc2ccccc12 | -5.8
O=C(c1cccc(Cl)c1)C1CCCN(Cc2ccncc2)C1 (configuration not stated) | -7.1
O=C1NC2(CCNCC2)Nc2cc(Cl)ccc21 | -5.4
c1ccc2c(c1)sc1ccccc12 | -2.3
CN1CCN2CCN(c3ncc(C(F)(F)F)cc3Cl)CC2C1 (configuration not stated) | -1.8
O=P(C=C(Cl)c1ccccc1)(C=C(Cl)c1ccccc1)NC1CCCCC1 | -14.1
O=C1C2CCN(CC2)C1(CO)CO | -15.1
CNC(=O)c1cccc(NCc2c(C)cc(C)nc2OC)n1 | -3.8
COc1ccc2[nH]cc(CCN)c2c1 | -3.1&-2.8
CCn1nnc2c(N3CCNCC3)ncnc21 | -6.7
COc1ccc(C2=CCN(CC(C#N)CCC#N)CC2)cc1 (configuration not stated) | -2.4
C=CCn1cc(C(=O)Nc2c[nH]ccc2=O)c2ccccc21 | 2.6
COc1ccc(C(=O)c2c(C)n(CCN3CCOCC3)c3cc(I)ccc23)cc1 | -3.4
N#Cc1ccccc1NC(=O)c1cccn(Cc2ccccc2Cl)c1=O | -6.5
CCCN(C/C=C/I)C1CCc2ccc(O)cc2C1 (configuration not stated) | -10.9
CC(Cc1cccs1)NCc1ccc(Cl)cc1 (configuration not stated) | -9.9
N#Cc1ccc(NC2CCN(C(=O)c3cnccn3)CC2)cc1Cl | -10.8
C[C@@H]1CC[C@@]2(NC1)O[C@H]1C[C@H]3C4CC=C5C[C@@H](O)CC[C@]5(C)C4CC[C@]3(C)C1[C@@H]2C (some centres not stated) | -7.8
CC(C)c1cncnc1N1CCN2CCN(C)CC2C1 (configuration not stated) | 5.7
CC(CCCC(C)(C)O)NC1CCCC(C)(C)C1 (configuration not stated) | 4.5
CC(C)(N)Cc1ccccc1 | -4.4
CCc1ccccc1NC(=O)c1cccn(Cc2cc(C)ccc2C)c1=O | -9.7
NC(=NCc1ccc(Cl)cc1)SCCCc1cnc[nH]1 | -7.9
CSCCCN1CCC2(CCNCC2)C1 | -20.4
COCCN1CCCC2(CCNC2)C1 (configuration not stated) | -19.6
O=C(c1ccc2nnnn2c1)N1C[C@H](c2ccccc2)[C@@H]2[C@H]1C1CCN2CC1 | -7.2

(more compounds)
SMILES | mcGAS RapidFire
O=P(NCc1ccccc1)(Oc1ccccc1)Oc1ccccc1 | 1.8
CC(Cc1ccc(O)cc1)N(C)Cc1cc(=O)n2ccccc2n1 (configuration not stated) | -10.1
CN1[C@H]2CC[C@@H]1CN(C(=O)NC1CCCC1)CC2 | -9.8
O=C1Nc2ccccc2C12CCN(CC1COc3ccccc3O1)CC2 (configuration not stated) | -19.3
CC(C)n1c(Cl)nnc1-c1ccccc1 | -0.7
CSc1ncc(CN2CCCC(C(=O)c3ccc(Cl)cc3C)C2)cn1 (configuration not stated) | -11.5
Cc1ccc(C[N+]23CCN(CC2)CC3)cc1 | -5.2
O=C(CN1CCC2(CCCCCC2)C1)Nc1cccnc1 | -12.3
CCOc1cc2c(cc1/C=C/[N+](=O)[O-])OCO2 | -14.3
Cc1ccc(N2C(=O)CSC23CCNCC3)cc1 | -2.5
CC(C)(Cc1c[nH]c2ccc(Cl)cc12)NCCOc1ccccc1OCC1CC1 | -9.4
Cn1c(NC2CCN3CCCCC23)c(C#N)c(=O)n(C)c1=O (configuration not stated) | -3.0
c1ccc(C(Cn2cnnc2)N2CCOCC2)nc1 (configuration not stated) | -20.7
c1ccc(-c2ncc[nH]2)cc1 | -0.1
O=C(Nc1ccon1)c1cccn(Cc2ccccc2Cl)c1=O | -3.3
Cc1nc(C)c(CNC2(c3ccccc3)CCCCC2)s1 | -37.5&-13.6
CN(C)[C@@H]1C(=O)C(C(N)=O)C(=O)[C@@]2(O)C(=O)C3=C(O)c4c(O)cccc4[C@@](C)(O)[C@H]3[C@H](O)[C@@H]12 (some centres not stated) | 0.0&6.9&19.7
Cc1[nH]c2ccccc2c1CC(=O)N1CCN(CC(F)(F)F)CC1 | -9.4
CN(C)P1(=S)C2=C(N3CCCCC3)CC(C)(C)CC2=NN1c1ccccc1 (configuration not stated) | -39.2
CCCCC12CN3CC(C)(CN(C1)C3(C)C)C2=O | -10.5
C(#CCN1CCCC1)CN1CCCC1 | -1.0
N#Cc1ccc(NC(=O)C2COc3ccccc3O2)cc1Cl (configuration not stated) | -7.2
CC(C)N1C(=O)c2ccccc2NS1(=O)=O | 14.2
CN1CC2(CCN(CC(=O)NCc3ccccn3)C2)OC1=O (configuration not stated) | -21.5
O=C1CCCCC1CN1CCCCC1 (configuration not stated) | -7.8
Cc1c[nH]c(CN2C[C@H]3C[C@H](O)[C@@H](O)C[C@H]3C2)c(C)c1=O | -11.5
Cc1cnn(CCC(=O)Nc2ccc(C#N)c(C(F)(F)F)c2)c1 | -13.1
CN(C)NC(=O)CCC(C)([N+](=O)[O-])[N+](=O)[O-] | -6.6
COc1cc2c3cc1Oc1cc(ccc1O)C[C@@H]1c4c(cc(OC)c(O)c4Oc4cccc(c4)C[C@@H]3N(C)CC2)CC[N+]1(C)C | -7.0
CC(O)CN1CCN(C(=O)Cc2csc(C(C)(C)C)n2)CC1 (configuration not stated) | -6.2
OC1(c2ccc(Cl)cc2)C[N+]2=C(SCCC2)N1Cc1ccccc1 (configuration not stated) | -3.6
ClOP(Nc1ccccc1)Oc1ccccc1 (configuration not stated) | -0.6
